L3MBTL1 inh: inhibitors of human L3MBTL1. Q9Y468. Potency, µM (doses to about 57.1 µM), for the others: top-dose activity, negative = inhibition, usual class: inhibitors. 0.66% of 230,000 active. AlphaScreen L3MBTL1–H3K9me1 peptide binding; note: nearly all actives have a fitted effect of over 60% in size
Target sequence (Q9Y468 whole entry, looked up): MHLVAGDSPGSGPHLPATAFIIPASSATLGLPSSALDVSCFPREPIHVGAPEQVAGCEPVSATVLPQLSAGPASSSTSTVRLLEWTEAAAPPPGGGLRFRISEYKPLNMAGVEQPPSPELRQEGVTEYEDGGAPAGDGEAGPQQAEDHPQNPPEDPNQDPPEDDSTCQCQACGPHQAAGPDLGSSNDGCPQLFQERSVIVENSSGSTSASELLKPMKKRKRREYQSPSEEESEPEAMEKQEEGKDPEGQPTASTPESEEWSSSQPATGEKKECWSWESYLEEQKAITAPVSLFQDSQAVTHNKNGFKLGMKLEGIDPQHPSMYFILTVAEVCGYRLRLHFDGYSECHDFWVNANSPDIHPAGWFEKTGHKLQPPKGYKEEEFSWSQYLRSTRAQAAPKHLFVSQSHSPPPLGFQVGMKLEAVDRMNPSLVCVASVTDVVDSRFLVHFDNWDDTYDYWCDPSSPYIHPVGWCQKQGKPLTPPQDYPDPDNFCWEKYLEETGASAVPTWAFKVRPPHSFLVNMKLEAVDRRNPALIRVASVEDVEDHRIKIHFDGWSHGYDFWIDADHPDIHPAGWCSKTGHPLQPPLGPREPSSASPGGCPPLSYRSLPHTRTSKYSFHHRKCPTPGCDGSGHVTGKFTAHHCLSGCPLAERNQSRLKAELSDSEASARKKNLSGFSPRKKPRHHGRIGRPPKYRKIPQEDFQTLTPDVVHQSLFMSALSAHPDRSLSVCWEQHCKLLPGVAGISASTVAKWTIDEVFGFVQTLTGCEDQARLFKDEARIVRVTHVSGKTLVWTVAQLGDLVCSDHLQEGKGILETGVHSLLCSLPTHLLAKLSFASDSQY
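First, the protein-peptide complex forms for 30 min at room temperature (L3MBTL1 50 nM, biotinylated H3K9me1 peptide 75 nM). Next, compounds are pin-transferred and incubated 30 min. Finally, AlphaScreen beads are added and read after 30 min.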
GoLoco inh red: inhibitors of human Gai1-RGS12 GoLoco interaction (red fluorophore); P63096; Gai1:RGS12 GoLoco peptide FP, rhodamine, 10 min; Potency, µM (doses to about 61.6 µM), inactives show at the top dose activity, negative = inhibition, actives largely listed as inhibitors; 0.44% of 230,000 active; AID 880; active = well fitted inhibition curve with a large enough effect, not every such curve was filed as active; inactive = no such curve, though single readings can be large or run the other way; note: nearly all actives have a fitted effect of over 30% in size; many of its hits are not listed in these tables
GAA glycogen: inhibitors or activators of human alpha-glucosidase glycogen cleavage; Potency, µM (series often up to 76.4 µM), for inactives: at the top dose activity change, negative = inhibition, hits mostly inhibitors; P10253; 0.38% of 300,000 active; recombinant GAA, glycogen substrate, Amplex Red glucose oxidase fluorescence;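 note: 0% = full enzyme reaction and -100% = no-enzyme basal signal; the screen sought inhibitors and activators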
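Natural-substrate format: glycogen cleavage by 4 nM human enzyme, glucose read by Amplex Red coupling (Ex 573, Em 610 nm). Normalized to enzyme and no-enzyme controls.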
TexasRed fluor: counter-screen for TRb-SRC2 inhibitors: fluorescence interference | TRb/SRC2 Texas Red total fluorescence interference | Potency, µM (top dose mostly 106 µM), for the others: at the top dose fluorescence change, negative = quenching | 0.29% of 280,000 active; active = well fitted curve in either direction with a large enough effect; inconclusive = small, poorly fitted or top-dose-only effect
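Human TRβ ligand-binding domain (0.6 uM) and Texas Red SRC2 peptide (20 nM) in Tris buffer with 1 uM T3 and 5% DMSO were incubated with pinned compound for 5 hr at ambient temperature. Total fluorescence was computed as S + 2P (555/632 nm).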
GAA inhib: alpha-glucosidase (human) inhibition; purified human GAA, 4-MU-alpha-glucoside fluorescence; Potency, µM (doses to about 76.9 µM), inactives show top-dose activity change, negative = inhibition, hits mostly inhibitors; 0.005% of 200,000 active;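 note: plate controls were uninhibited enzyme wells for no effect and no-enzyme background for full effect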
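Activity normalized between no-enzyme (basal) and enzyme-only wells. Conditions: 4 nM human enzyme, 400 uM fluorogenic substrate, citrate/phosphate pH 5.0 with Tween-20, 20 min room temperature, compounds up to 77 uM.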
GAA spleen mod: inhibitors or activators of human alpha-glucosidase in spleen homogenate | P10253 | human spleen homogenate, 4-MU-alpha-glucoside fluorescence | Potency, µM (doses to about 79.9 µM), inactives show at the highest dose activity change, negative = inhibition, actives largely listed as inhibitors | 0.006% of 240,000 active;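 note: 0% = enzyme with vehicle and -100% = no enzyme basal signal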
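Human spleen homogenate (1 ug) with 4-methylumbelliferyl-alpha-D-glucopyranoside (1 mM final) in 50 mM citrate/phosphate pH 5.0, 0.01% Tween-20; 40 min at 37 C. Stopped at pH 10; 4-MU fluorescence Ex 365/Em 440 nm; AC50 by Hill fit.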
TRb SRC2 PPI: disrupts binding of human TR beta to SRC2 | P10828 | Potency, µM (doses to about 106 µM), inactives show at the highest dose activity change, negative = inhibition, hits mostly inhibitors | 0.065% of 280,000 active | TRbeta-SRC2 peptide binding, fluorescence polarization; receptor liganded with 1 µM T3 | AID 1469;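 note: plate controls were bound peptide for no effect and peptide without receptor for full effect; nearly all actives have a fitted effect of over 50% in size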
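Fluorescence polarization of 20 nM Texas Red SRC2 peptide (20-aa NR interaction domain) bound to 0.6 uM human TRb ligand-binding domain, with 1 uM T3, after 5 hr at ambient temperature; inhibition seen as decreased polarization.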
RECQ1 inh: RECQ1 (human) helicase inhibition; P46063; AID 2549; RECQ1 DNA unwinding, red fluorescence kinetic read; 0.54% of 240,000 active; Potency, µM (highest dose often 57.3 µM), without a hit: top-dose activity, negative = inhibition, most hits filed as inhibitors;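 note: plate controls were vehicle for no effect and no enzyme for full effect; nearly all actives have a fitted effect of over 30% in size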
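RECQ1T1 50 nM; forked duplex (20 bp + 30-nt ss tails) 200 nM, ATP 2 mM final; pH 8.0, 2 mM MgCl2, 2.5 ug/ml poly(dI-dC); 15 min compound preincubation; discontinuous kinetic read over 2 h at RT.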
The depositor's hits bear a star; i = inactive; ? = inconclusive; . = not tested or not shown; [ ] = remark or other dose. Unless noted, calls come from the whole dose curve; as a rule, active = well fitted curve in the direction sought with a large enough effect; inconclusive = small, poorly fitted or top-dose-only effect, or another doubt; inactive = no such curve, though single readings can be large; an effect the other way counts as inactive or inconclusive. Unless noted, % is set by controls: 0 for no effect and ±100 for the full control effect; potency is the fitted concentration of half-maximal effect. These rows are one share of the data, so the mix of outcomes need not match the whole.

Every second line gives: L3MBTL1 inh, GoLoco inh red, GAA glycogen, TexasRed fluor, GAA inhib, GAA spleen mod, TRb SRC2 PPI, RECQ1 inh
#1 C#CCNc1c(C)c(C)nc2ncnn12
  2%, 4%, 4%, -2%, -6%, -5%, 3%, 1%
#2 CCC(=O)N1c2ccc(S(=O)(=O)N(CCO)Cc3ccccc3)cc2CC1C (centres undefined)
  7%, -9%, 12%, -2%, -7%, -14%, -1%, i
#3 O=C(CSc1nc2ccccc2c(=O)n1NC(=O)c1ccccc1)c1ccccc1
  -8%, -5%, -14%, -2%, ?, 1%, 5%, -9%
#4 Cc1cc2cc(CNC(=S)NCc3ccccc3)ccc2n1C
  -9%, 1%, 13%, -1%, -7%, -10%, -4%, -1%
#5 COCCn1c(SCC(=O)N2CCCCC2)nc2cccnc21
  ., -11%, 3%, -6%, -7%, 10%, -4%, -3%
#6 CCOc1ccc(OCC)c(NC(=O)CCn2c(=O)oc3ccccc32)c1
  -9%, 4%, 6%, 2%, -2%, -2%, -4%, -16%
#7 CCOc1ccc(C2C(C#N)=C(N)Oc3cc(C)[nH]c(=O)c32)cc1OC (centres undefined)
  4%, -7%, 5%, -3%, 0%, -5%, 8%, -6%
#8 CCNC(=O)Nn1c(C)nnc1C
  -4%, 23%, 11%, 2%, 1%, 0%, -26%, -15%
#9 COc1ccc2[nH]cc(CCNc3ncnc4ccc(-c5ccccc5C#N)cc34)c2c1
  ., 8%, ., 0%, ., 5%, 4%, -20%
#10 O=C(CC1=NC2(CCCC2)Cc2ccccc21)N1CCOCC1
  3%, -1%, -18%, 1%, -6%, -10%, 1%, -9%
#11 CCCCNC(=O)Nc1nnc(-c2ccc(Cl)cc2)o1
  ., 2%, 6%, -1%, -8%, -5%, -15%, i
#12 COc1ccc(/C=C(/NC(=O)c2ccccc2)C(=O)N/N=C/c2sccc2C)cc1
  -3%, 12%, -13%, 1%, -9%, -4%, -12%, -9%
#13 COc1ccc(CCNC(=O)/C=C/C(=O)O)cc1OC
  3%, 6%, 12%, -5%, 6%, -4%, -5%, 22%
#14 COc1ccc(C2CC(c3ccc(OC)c(OC)c3)=NN2S(C)(=O)=O)cc1 (centres undefined)
  8%, 95%[activator], 4%, 2%, ., 3%, -5%, -8%
#15 Cc1cccc(-n2c(SCC(=O)Nc3ncc(Cl)cc3Cl)nc3ccccc32)c1
  -16%, 11%, -12%, 5%, ?, -10%, 1%, -12%
#16 C[C@@H](C(=O)N1CCNCC1)n1cc(CCC(=O)O)nn1
  10%, 6%, 1%, 1%, ., 1%, 6%, -1%
#17 COc1ccc(C(=O)[C@H]2[C@H]3C(=O)N(c4ccccc4)C(=O)[C@H]3C3C=CC=NN32)cc1 (some centres undefined)
  ., 52%[activator], 21%, 2%, 2%[15.4 µM], -3%, 15%, -21%
#18 O=c1c2ccccc2nc(/C=C/c2cccc([N+](=O)[O-])c2)n1CCO
  -3%, 2%, 8%, -4%, 2%, -4%, -9%, -1%
#19 CC1CCN(C2=NC(=O)/C(=C/c3cn(-c4ccccc4)nc3-c3cccc(S(=O)(=O)N(C)C)c3)S2)CC1
  -6%, 9%, 1%, 6%, 2%, -6%, -5%, 15%
#20 COc1ccc(-c2nc(=S)[nH][nH]2)cc1
  4%, -1%, ?, 0%, 6%, 4%, -5%, -7%

In another format: results already given
No.	SMILES	L3MBTL1 inh	GoLoco inh red	GAA glycogen	TexasRed fluor	GAA inhib	GAA spleen mod	TRb SRC2 PPI	RECQ1 inh
1	C#CCNc1c(C)c(C)nc2ncnn12	2%	4%	4%	-2%	-6%	-5%	3%	1%
2	CCC(=O)N1c2ccc(S(=O)(=O)N(CCO)Cc3ccccc3)cc2CC1C (centres undefined)	7%	-9%	12%	-2%	-7%	-14%	-1%	i
3	O=C(CSc1nc2ccccc2c(=O)n1NC(=O)c1ccccc1)c1ccccc1	-8%	-5%	-14%	-2%	?	1%	5%	-9%
4	Cc1cc2cc(CNC(=S)NCc3ccccc3)ccc2n1C	-9%	1%	13%	-1%	-7%	-10%	-4%	-1%
5	COCCn1c(SCC(=O)N2CCCCC2)nc2cccnc21	.	-11%	3%	-6%	-7%	10%	-4%	-3%
6	CCOc1ccc(OCC)c(NC(=O)CCn2c(=O)oc3ccccc32)c1	-9%	4%	6%	2%	-2%	-2%	-4%	-16%
7	CCOc1ccc(C2C(C#N)=C(N)Oc3cc(C)[nH]c(=O)c32)cc1OC (centres undefined)	4%	-7%	5%	-3%	0%	-5%	8%	-6%
8	CCNC(=O)Nn1c(C)nnc1C	-4%	23%	11%	2%	1%	0%	-26%	-15%
9	COc1ccc2[nH]cc(CCNc3ncnc4ccc(-c5ccccc5C#N)cc34)c2c1	.	8%	.	0%	.	5%	4%	-20%
10	O=C(CC1=NC2(CCCC2)Cc2ccccc21)N1CCOCC1	3%	-1%	-18%	1%	-6%	-10%	1%	-9%
11	CCCCNC(=O)Nc1nnc(-c2ccc(Cl)cc2)o1	.	2%	6%	-1%	-8%	-5%	-15%	i

The list goes on:
Every second line gives: L3MBTL1 inh, GoLoco inh red, GAA glycogen, TexasRed fluor, GAA inhib, GAA spleen mod, TRb SRC2 PPI, RECQ1 inh
#21 O=c1cc(CN2CCN(c3ccc(O)cc3)CC2)nc2scc(-c3ccccc3)n12
  -8%, -14%, ?, 1%, -4%, 5%, -8%, -14%
#22 CNc1n[nH]c(=S)s1
  0%, -10%, ?, -1%, ., 2%, -9%, -15%
#23 CCC(c1nnc(SCC(=O)N2CC(=O)Nc3ccccc32)n1Cc1ccccc1)N(C)C (centres undefined)
  0%, 12%, 5%, 2%, -13%, -3%, -4%, i
#24 COc1ccc2[nH]cc(CCNc3ncnc4ccc(-c5ccccc5CN(C)C)cc34)c2c1
  ., -1%, ., -6%, ., 4%, 2%, -8%
#25 S=c1[nH]nc(-c2ccccc2)n1/N=C/c1c[nH]c2ccccc12
  5%, 9%, 8%, 0%, 5%, -13%, -1%, -1%
#26 C/C(=N/NC(=O)c1ccn(C)n1)c1ccncc1
  -13%, 1%, -17%, -2%, -7%, 15%, 1%, 14%
#27 O=C(CCN1C(=O)c2ccccc2C1=O)Nc1sc2c(c1C(=O)NCC1CCCO1)CCC2 (centres undefined)
  -8%, -2%, -8%, 0%, 4%, -6%, -3%, 11%
#28 Cc1cc(N2CCOCC2)nc2ccc(NC(=O)CCC(=O)N3CCCC(C)C3)cc12 (centres undefined)
  39%[activator], 7%, 9%, -6%, ?, 9%, -14%, i
#29 COc1ccccc1OCCSc1nc2ccccc2n1CCO
  13%, 3%, 13%, -2%, -3%, -3%, -2%, -9%
#30 COc1ccc2c(c1)O[C@H](c1ccc3c(c1)OCO3)[C@@H](OC(=O)NCc1ccc3c(c1)OCO3)C2=O
  ., 3%, ., -2%, ., -7%, 6%, -4%
#31 C=CCNC(=S)N1CCN(CCN=CC2=C(O)CC(c3ccc(Cl)cc3)CC2=O)CC1 (centres undefined)
  ., 7%, -5%, -3%, -7%, -4%, -8%, i
#32 CCc1cccc(CC)c1NC(=O)CN1CCN(c2ccccc2)CC1
  -10%, ., 3%, 0%, -2%, 3%, -17%, 1%
#33 Cc1cc[n+](CCC(=O)O)c2ccccc12
  ., -7%, 1%, 3%, 1%, -8%, -16%, i
#34 Cc1noc(C)c1CSc1nnc(-c2ccccc2)o1
  2%, 6%, 6%, -1%, -2%, -15%, 2%, -4%
#35 Cc1cccc(OCc2nnc(SCC(=O)N3c4ccccc4CC3C)n2C)c1C (centres undefined)
  -17%, 8%, -4%, -2%, -1%, -9%, -12%, 1%
#36 Cc1ccc(S(=O)(=O)Nc2ccccc2CNc2ncc(Br)cc2Br)cc1
  -2%, 11%, 1%, -1%, -1%, -1%, 2%, -12%
#37 O=C(CSc1ccsc1[N+](=O)[O-])NCCc1ccc(Cl)cc1
  -4%, 4%, 4%, 1%, -2%, -3%, -6%, i
#38 O=C(ONC1=NCCCCC1)c1cccc([N+](=O)[O-])c1
  2%, -9%, 4%, -3%, 1%, 5%, -6%, -10%
#39 CN(C)Cc1nc2ccccc2c(=O)n1Cc1nc(C(C)(C)C)cs1
  -3%, 7%, -7%, 2%, 1%, -2%, -6%, i
#40 Cc1ccc(SCc2ccc(C(=O)Nc3ccccc3Br)cc2)cc1
  15%, ., -2%, 5%, -7%, 3%, -2%, -11%
#41 CC(C)CCN1CCN(Cc2cccn2-c2nccs2)CC1CCO (centres undefined)
  -2%, 17%, -2%, -3%[53 µM], 7%, -3%, 7%[53 µM], i
#42 Cc1cccc(Sc2c([N+](=O)[O-])ncn2C)n1
  -4%, 8%, 14%, 0%, -3%, -1%, -6%, -18%
#43 CCS(=O)(=O)N1Cc2ccccc2CC1C(=O)Nc1nc2ccccc2[nH]1 (centres undefined)
  -5%, 4%, 3%, -6%, 2%, 6%, -5%, -6%
#44 COc1ccccc1-n1nc(C(=O)Nc2ccc3c(c2)OCO3)c2ccccc2c1=O
  ., -47%, -5%, 1%, 3%, -2%, 12%, -6%
#45 Cc1ccc(C#CC[N+](C)(C)CC#Cc2ccccc2)cc1
  4%, 3%, -11%, 1%, 10%, -4%, -6%, i
#46 Cn1c(C(=O)OC(C(=O)NC2CCCC2)c2ccncc2)cc2sccc21 (centres undefined)
  -8%, -3%, 6%, -2%, ?, 0%, -3%, 16%
#47 CCOC(=O)CNc1ccc(OC(F)(F)F)cc1
  4%, 4%, -7%, -5%, 4%, -14%, 6%, -11%
#48 O=C(Nc1ccc2nn(-c3ccccc3)nc2c1)c1ccc(Br)o1
  8%[11.4 µM], 8%, 5%, -9%, -4%, 0%, 2%, 16%

Single entries from the list:
TexasRed fluor result of no. 46 : -2%
TRb SRC2 PPI result of no. 47 : 6%

From PubChem
